Screening data as filed in PubChem.
EPAC2 antagonist: qHTS for Antagonist of cAMP-regulated guanine nucleotide exchange factor 2 (EPAC2): primary screen. Rap guanine nucleotide exchange factor 4 (Homo sapiens), Q8WZA2. EPAC2 GEF exchange of Rap1B-BODIPY-GDP, fluorescence. Potency, µM (titrated, usually from 114 µM), for inactives: at the top dose activity, negative = inhibition, usual class: inhibitors. 360,000 tested, 0.18% active; note: potency is the fitted concentration of half-maximal effect; % is set by controls: 0 for no effect and ±100 for the full control effect; nearly all actives have a fitted effect of over 45% in size; many of its hits are not listed in these tables
MmCpn inh: Inhibitors of TCP-1 ring complex (TRiC) of Methanococcus maripaludis (MmCpn): qHTS; Chaperonin Mm-Cpn (Methanococcus maripaludis); purified Mm-Cpn ATPase, ADP Transcreener TR-FRET; Potency, µM (doses to about 76.9 µM), for the others: top-dose activity, negative = inhibition, hits mostly inhibitors; 330,000 tested, 0.031% active; AID 504842, 2011; note: potency is the fitted concentration of half-maximal effect; % is set by controls: 0 for no effect and ±100 for the full control effect; nearly all actives have a fitted effect of over 80% in size
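TR-FRET (320 nm excitation; 590 and 665 nm emission) reports ADP made from 10 uM ATP by 25 nM enzyme; compounds were preincubated 10 min, reaction run 30 min, both at 37°C.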
WRN helicase inh: qHTS for Inhibitors of WRN Helicase; WRN helicase unwinding, fluorescent forked duplex, kinetic; Potency, µM (highest dose often 114 µM), inactives show at the top dose activity change, negative = inhibition, most hits filed as inhibitors; 360,000 tested, 0.46% active; AID 651768, 2012; note: potency is the fitted concentration of half-maximal effect; % is set by controls: 0 for no effect and ±100 for the full control effect; nearly all actives have a fitted effect of over 55% in size
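Enzyme (20 nM final) and test compound sit together 15 min at room temperature before substrate addition. Substrate is a single-forked duplex oligonucleotide (100 nM) labelled with fluorophore and quencher, with 2 mM ATP; helicase unwinding raises red fluorescence, read kinetically.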
EPAC1 agonist: qHTS for Agonist of cAMP-regulated guanine nucleotide exchange factor 3 (EPAC1): primary screen; Rap guanine nucleotide exchange factor 3 (Homo sapiens), O95398; EPAC1 agonist qHTS, biochemical assay; response scale: 100% = response to 6.5 mM cAMP; Potency, µM (doses to about 154 µM), inactives show at the highest dose activation, hits mostly activators; 360,000 tested, 0.073% active; AID 720707, 2013; note: potency is the fitted concentration of half-maximal effect; nearly all actives have a fitted effect of over 60% in size
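Nucleotide exchange by EPAC1 (100 nM) on Rap1B–BODIPY-GDP (250 nM) in the presence of 50 uM GDP is tracked fluorescently at 480/540 nm over 30 min. Signals are normalized to a 6.5 mM cAMP control.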
EPAC1 antagonist: qHTS for Antagonist of cAMP-regulated guanine nucleotide exchange factor 3 (EPAC1): primary screen. Rap guanine nucleotide exchange factor 3 (Homo sapiens), O95398. EPAC1 GEF assay, Rap1b-BODIPY-GDP exchange fluorescence. Potency, µM (series often up to 115 µM), inactives show at the highest dose activity change, negative = inhibition, usual class: inhibitors. 360,000 tested, 0.14% active;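 note: potency is the fitted concentration of half-maximal effect; plate controls were vehicle for no effect and positive control for full effect; nearly all actives have a fitted effect of over 50% in size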
CCT chaperon mod: High-Throughput Screening for Modulators of Cytosolic Chaperonin Activity | purified chaperonin ATPase assay, HTRF ADP detection, 30 min | 360,000 tested, 0.3% active | activity change, % (concentration not given with the values), hits read low | AID 651819, 2012; in the data active = activity change below about -30%; note: % is set by controls: 0 for no effect and ±100 for the full control effect
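Enzyme 40 or 20 nM (batch-dependent) in Tris pH 7.4/KCl/MgCl2/DTT; cpd 76 uM single point; ATP 10 uM; 30 min 37 °C; Transcreener ADP HTRF detection, 30 min RT; ratio 665/615.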
PLK1 PBD inh: qHTS for Inhibitors of PLK1-PDB (polo-like kinase 1 - polo-box domain): Primary Screen; Serine/threonine-protein kinase PLK1 (Homo sapiens), P53350; Plk1 PBD binding of FITC phosphopeptide, fluorescence polarization; Potency, µM, inactives show max response, negative = inhibition, actives largely listed as inhibitors; 360,000 tested, 2.8% active; note: potency is the fitted concentration of half-maximal effect; series mostly up to about 57 µM; % is set by controls: 0 for no effect and ±100 for the full control effect; nearly all actives have a fitted effect of over 65% in size
Target sequence (P53350 whole entry, looked up, the tested form may be a part): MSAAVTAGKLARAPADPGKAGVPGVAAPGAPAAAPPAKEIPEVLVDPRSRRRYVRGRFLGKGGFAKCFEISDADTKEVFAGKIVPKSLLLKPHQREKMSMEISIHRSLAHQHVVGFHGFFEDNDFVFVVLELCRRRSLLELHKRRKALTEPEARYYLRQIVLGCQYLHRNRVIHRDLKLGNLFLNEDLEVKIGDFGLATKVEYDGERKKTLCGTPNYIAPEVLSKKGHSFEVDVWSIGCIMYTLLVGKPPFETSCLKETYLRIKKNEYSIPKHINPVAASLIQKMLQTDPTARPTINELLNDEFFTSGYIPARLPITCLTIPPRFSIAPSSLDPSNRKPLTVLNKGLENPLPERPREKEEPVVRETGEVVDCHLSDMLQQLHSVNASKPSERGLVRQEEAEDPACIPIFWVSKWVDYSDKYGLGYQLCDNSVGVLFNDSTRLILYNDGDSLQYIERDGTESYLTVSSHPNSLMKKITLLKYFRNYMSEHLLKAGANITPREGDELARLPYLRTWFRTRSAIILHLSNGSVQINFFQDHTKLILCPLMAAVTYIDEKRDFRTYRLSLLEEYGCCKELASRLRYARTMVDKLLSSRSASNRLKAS
PI5P4Ka inh: qHTS for Inhibitors of phosphatidylinositol 5-phosphate 4-kinase (PI5P4K); Phosphatidylinositol 5-phosphate 4-kinase type-2 alpha (Homo sapiens), P48426; PI5P4Kalpha enzyme, ADP-Glo luminescence, 60 min; stronger effect = lower value; max response, %; 330,000 tested, 1.2% active; active = max response of -50% or lower; inconclusive = between -30% and -50%; inactive = -30% or higher; note: value at the top dose of about 77 µM; % is set by controls: 0 for no effect and ±100 for the full control effect
Target sequence (P48426 whole entry, looked up): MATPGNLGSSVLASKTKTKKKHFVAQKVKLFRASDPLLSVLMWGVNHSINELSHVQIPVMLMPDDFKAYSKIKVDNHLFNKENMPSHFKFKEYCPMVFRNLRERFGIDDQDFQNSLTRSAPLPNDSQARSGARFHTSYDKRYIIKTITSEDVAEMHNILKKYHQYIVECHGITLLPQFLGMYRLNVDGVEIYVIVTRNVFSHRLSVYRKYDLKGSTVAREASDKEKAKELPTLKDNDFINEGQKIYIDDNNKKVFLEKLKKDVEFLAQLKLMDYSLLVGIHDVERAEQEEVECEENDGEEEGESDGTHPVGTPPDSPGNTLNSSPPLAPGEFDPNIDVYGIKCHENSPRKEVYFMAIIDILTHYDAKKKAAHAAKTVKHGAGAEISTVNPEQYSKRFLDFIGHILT
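qHTS, 1536-well: enzyme/substrate mix, compound by pin tool, 5 microM ATP final; RT 60 min; ADP-Glo reagents 1 (45 min) then 2 (30 min); luminescence.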
Numbers without * were called inactive; ? = inconclusive; · = no result given; & = joins results of further samples; [ ] = remark or other dose. Unless noted, calls come from the whole dose curve; as a rule, active = well fitted curve in the direction sought with a large enough effect; inconclusive = small, poorly fitted or top-dose-only effect, or another doubt; inactive = no such curve, though single readings can be large; an effect the other way counts as inactive or inconclusive.

SMILES	EPAC2 antagonist	MmCpn inh	WRN helicase inh	EPAC1 agonist	EPAC1 antagonist	CCT chaperon mod	PLK1 PBD inh	PI5P4Ka inh
O=c1cc(NC2CCCCC2)[nH]c(=O)[nH]1	-3%	·	-6%	2%	-13%	-0.9	-5%	-4
Cc1cccc(C)c1NC(=O)N1CCC(n2cnc3ccccc32)CC1	3%	-3%	2%	1%	5%	-0.6	-8%	-3
Cc1ccc(CN(Cc2ccco2)C(=S)NCC(=O)NC2CC2)cc1	-2%	-1%	2%	9%	-18%	0.1	-12%	-10
CCc1ccccc1NC(=O)COC(=O)c1c(C)nsc1NC	3%	0%	-4%	-7%	9%	1.7	-2%	1
COC(=O)CN1C(=O)C2(OCCCO2)c2cc(Br)ccc21	15%	0%	6%	8%	23%	0.4	-7%	·
O=C(O)c1ccc2cc(-c3ccccc3)[nH]c2c1	1%	·	-8%	-2%	-4%	-1.8	-10%	-6
CCn1c(CCNC(=O)c2ccc(C)cc2)nnc1SCc1ccc(Cl)c(Cl)c1	-6%	2%	-4%	2%	-22%	6.8	-2%	-4
COc1ccc(C2CC(c3ccccc3)=NN2C(=O)COC(=O)c2cc(S(=O)(=O)N3CCOCC3)ccc2F)cc1 (centres undefined)	16%	-18%	12%	3%	-10%	0.5	-1%	1
O=C(Cn1c(N2CCN(c3ccccc3)CC2)nc2ccccc21)c1ccccc1	11%	-1%	0%	8%	4%	-3.6	1%	5
Cc1ccc(N(C)S(=O)(=O)c2cccc(C(=O)OCC(=O)N3CCCC(C)C3)c2)cc1 (centres undefined)	4%	-2%	-2%	17%	-6%	-1.1	-2%	2
Cc1n[nH]c(C)c1CCc1nc2c3ccccc3nc(SCC(N)=O)n2n1	0%	-2%	4%	3%	1%	0.8	-7%	·
COc1ccc(CN2CCC2(C)C(=O)NCc2ccc3c(c2)OCO3)c2ccccc12 (centres undefined)	-28%	·	-1%	3%	-4%	-0.4	5%	21
C=CCn1c(SCC(=O)NC2CC2)nnc1-c1cccs1	-5%	-3%	6%	-9%	-16%	-1.4	-7%	-1
COCCNCCOCCOc1ccc(Cl)c(C)c1	-1%	1%	8%	-2%	6%	-1.0	-9%	-1
COc1ccc(C(=O)NNC(=S)NC(=O)c2cccc([N+](=O)[O-])c2)cc1	-6%	·	-3%	-1%	4%	1.3	-24%	?
COc1ccc(OC)c(/C=C/C(=O)N(C)CC(=O)Nc2ccc(C)cc2)c1	0%	-3%	-4%	4%	-18%	1.6	0%	2
O=C(COC(=O)c1ccc[nH]c1=O)NCC12CC3CC(CC(C3)C1)C2	11%	-4%	0%	-13%	-1%	-3.7	-12%	3
CC12CC(c3ccccc3O1)C(/C(N)=N/NC(=O)c1ccc(F)cc1)C(=O)N2 (centres undefined)	-9%	-4%	0%[57.1 µM]	5%	2%	1.0	-8%	-1
O=C(Nc1cccc(NC(=O)c2ccc(Br)o2)n1)c1ccc(Br)o1	0%	0%	?	1%	-7%	0.2	-4%	·
CC1CC(C)(C)NC(=S)O1 (centres undefined)	-11%&9%	-1%&-1%	3%&-24%	8%&-2%	-3%&3%	0.2&1.1	?	9&-3
O=C(Nc1ccc(Cl)cn1)C1CC1	5%	1%	1%	11%	1%	-0.2	-17%	4
COc1cccc(NC(=O)CN(C)CC(=O)Nc2ccc(C)c([N+](=O)[O-])c2)c1	-9%	0%	2%	3%	-1%	-0.6	0%	0
COc1ccccc1NC(=O)C1=C(C)Nc2nc(-c3ccc(N(C)C)cc3)nn2C1c1ccncc1 (centres undefined)	-7%	0%	-1%	1%	0%	2.0	-2%	·
O=C(CSc1nc2ccccc2c(=O)n1CCCN1CCOCC1)Nc1ccccc1OC(F)F	8%	1%	3%	-9%	-3%	0.4	0%	15
CN(C)c1ccc(/C=N/NC(=O)c2ccc3c(c2)OCO3)cc1	-1%	-1%	0%	8%	-5%	-2.3	-3%	-3
NC(=O)COC(=O)c1ccc2c(c1)S(=O)(=O)c1ccccc1C2=O	0%	1%	-30%	1%	0%	0.3	-3%	-6
COc1cc2c(cc1OC)C(c1cccc(Br)c1)NC(=O)C2 (centres undefined)	-24%	0%	-7%	3%	?	0.3	-4%	1
COc1ccc(F)cc1-c1cc(C(=O)NCc2ccc(C(F)(F)F)cc2)[nH]n1	3%	·	1%	-7%	-20%	-2.4	0%	2
O=Cc1c(Nc2cccc(C(F)(F)F)c2)nc2ccccn2c1=O	-8%	-2%	-23%	8%	-3%	-2.7	-1%	4
COc1ccc(N(CC(=O)N/N=C/c2cccnc2)S(=O)(=O)c2ccc(C)cc2)cc1OC	0%	2%	-4%	10%	-4%	-1.2	-1%	-3
Cc1ccc(NC(=O)c2cccc(-n3cnnn3)c2)cc1Cl	12%	0%	-1%	-11%	-10%	-1.8	-12%	6
COC(=O)c1cc(COC(=O)c2nc3nccc(C)n3n2)oc1C	2%	1%	0%	8%	5%	-0.8	-9%	0
Cc1ccc(CN(C)C(=O)CCNC(=O)c2ccc(Cl)cc2)o1	1%	·	20%	-9%	11%	0.6	3%	-1
COc1ccc(CCN2C(=O)NC(NS(=O)(=O)c3ccc(Cl)cc3)(C(F)(F)F)C2=O)cc1OC (centres undefined)	5%	-3%	4%	-11%	-4%	-0.3	-9%	1
Cc1cc(C)c(S(N)(=O)=O)c(C)c1N(C)S(=O)(=O)c1ccc(Cl)cc1	?	1%	-6%	7%	-1%	-5.5	-12%	1
CC(=O)N=C1SC2CS(=O)(=O)CC2N1c1cccc(Cl)c1Cl (centres undefined)	7%	0%	4%	0%	0%	-0.6	-2%	2
CCOC(=O)[C@]12CCC=C1N(Cc1ccc(Cl)cc1Cl)C(=O)[C@H](CC(=O)NCC1CCCCC1)C2	-14%	·	-5%	5%	-18%	0.0	-7%	3
CC(=O)Nc1ccc2nc(NC(=O)C(Cl)(Cl)Cl)sc2c1	10%	1%	4%	-7%	-22%	-2.2	-9%	-9
CCN(CC)CCN(C(=O)c1ccc2ccccc2c1)c1nc2cc3c(cc2s1)OCO3	0%	-1%	3%	-7%	-7%	-24	1%	-3
COc1ccc(CCNC(=O)COC(=O)C23CC4CC(CC(C4)C2)C3)cc1	-11%	0%	-4%	3%	-11%	0.7	2%	4
C=CCON1C(=O)c2ccccc2C1=O	4%	-1%	9%	-3%	1%	1.0	2%	-7
COc1ccc(N2CCN(c3oc(-c4ccccc4OC)nc3C#N)CC2)cc1	-1%	6%	-10%	16%	0%	-0.2	-2%	·
O=C(Nc1nnc([C@@H]2C[C@H](O)[C@@H](CO)O2)s1)c1cccc(OC(F)(F)F)c1	5%	·	-3%	6%	-15%	-0.3	-7%	0
Cc1ccccc1C(=O)OCc1nnc(-c2ccc(Cl)cc2)o1	1%	-5%	-7%	19%	-11%	-4.7	-3%	-4
O=C(/C=C/c1cccs1)c1ccc(NC(=O)c2cccc(Br)c2)cc1	-1%	-30%	-4%	24%	6%	-2.2	-4%	-3
Cc1cccc(CN2CCSc3sccc3C2=O)c1	-23%	-2%	-3%	3%	1%	-1.9	-3%	-8
CCCc1nc2ccc(NC(=O)NCCC(=O)OCC)cc2c(=O)n1Cc1cccc(Cl)c1	-3%[57.1 µM]	-3%	-11%	-5%	-6%	0.3	2%	-6
O=C(Nc1ccc(F)cc1)Nc1ccccc1F	2%	-1%	-2%	2%	2%	-2.4	1%	0
C=CCSc1nc(C)c2cc(C)cc(C)c2n1	0%	-3%	-11%	-18%	-7%	1.3	-3%	24
COc1ccc2[nH]c(=O)c(CN(C(=O)c3ccccn3)c3ccccc3)cc2c1	-1%	1%	9%	2%	3%	-3.1	-8%	-3
O=C(N1CCOCC1)N(Cc1ccccc1)c1ccccn1	-3%	0%	8%	-4%	10%	-0.8	-2%	2
CCc1c(C)sc(NC(=O)c2ccco2)c1C#N	-1%	-6%	-1%	0%	-14%	-2.0	?	-19
Cn1c(=O)[nH]c(=O)c2c1nc(N1CCCCCC1)n2CCSc1nc2ccccc2[nH]1	18%[57.1 µM]	2%	5%	-3%	16%	1.0	-8%	-3
Cc1[nH]c2ccccc2c1C(=O)CSc1cccc[n+]1[O-]	2%	2%	5%	7%	-19%	-1.2	-22%	6
Cc1cccc(N2CCN(C(=O)CNC(=O)C3CCCCC3)CC2)c1C	-10%	-7%	15%	-2%	-26%	-1.0	-11%	3
Cc1cc(NS(=O)(=O)c2cc(Cl)sc2Cl)no1	-1%	2%	0%	-2%	-6%	-0.8	4%	-12
CCOC(=O)c1ccc(NC(=S)NNC(=O)COC)cc1	15%	0%	5%	-3%	1%	0.4	-12%	-9
O=C(CCSc1nnnn1-c1ccccc1)N1CCOCC1	2%	-2%	5%[57.1 µM]	-6%	-3%	0.1	-4%	-3
CCOc1ccc(NC(=S)NC(C)CCc2ccccc2)cc1 (centres undefined)	-16%	?	-9%	6%	8%	-1.0	-11%	0
Cc1c(C(N)=O)c(-c2ccccc2)nn1-c1ccccc1	5%	2%	-7%	-3%	-12%	-0.4	6%	0
O=C(Cc1ccccc1)N/N=C/c1ccccn1	0%	·	-4%	7%	8%	-1.9	-6%	·

A second format for two compounds above:
Values in the order: EPAC2 antagonist	MmCpn inh	WRN helicase inh	EPAC1 agonist	EPAC1 antagonist	CCT chaperon mod	PLK1 PBD inh	PI5P4Ka inh
- COc1ccc(OC)c(/C=C/C(=O)N(C)CC(=O)Nc2ccc(C)cc2)c1
    0%	-3%	-4%	4%	-18%	1.6	0%	2
- O=C(COC(=O)c1ccc[nH]c1=O)NCC12CC3CC(CC(C3)C1)C2
    11%	-4%	0%	-13%	-1%	-3.7	-12%	3

Only part of the results is shown, so the mix of outcomes need not match the whole.
